From PubChem BioAssay
NCOA2 inhibitor – inhibits human steroid receptor coactivator 2 | inhibition, % at 9 µM | HEK293 GAL4-SRC2 luciferase reporter, luminescence | AID 651957 | actives 0.17% (n = 370,000) | Q15596;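 active means inhibition above the mean inhibition of all tested compounds plus 3 SD, set per campaign, cut at about 52% in these data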;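 further: 0% = DMSO treated cells and 100% = cells given Gossypol at 36 µM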
ABCB6 inh MLPCN – human ABCB6 transporter inhibition. K562-ABCB6 porphyrin accumulation, flow cytometry, 1 h; stronger effect = lower value. actives 0.19% (n = 360,000). fluorescence ratio to DMSO, % at 10 µM;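 active means fluorescence ratio to DMSO below 75%, the collection mean minus 3 SD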;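 further: signal is porphyrin accumulated inside mitochondria; 100% equals median channel fluorescence of DMSO control wells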
NOD2 RIPK2 PPI – inhibitors of human NOD2-RIPK2 interaction; O43353; CHO BLA complementation NOD2-RIPK2, CCF4 ratio; inhibition, % at 4.98 µM; actives 0.38% (n = 360,000); AID 624267; in the data active means inhibition above about 21%;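 further: 0% = vehicle only and 100% = reference blocker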
Target sequence (O43353 whole entry, looked up): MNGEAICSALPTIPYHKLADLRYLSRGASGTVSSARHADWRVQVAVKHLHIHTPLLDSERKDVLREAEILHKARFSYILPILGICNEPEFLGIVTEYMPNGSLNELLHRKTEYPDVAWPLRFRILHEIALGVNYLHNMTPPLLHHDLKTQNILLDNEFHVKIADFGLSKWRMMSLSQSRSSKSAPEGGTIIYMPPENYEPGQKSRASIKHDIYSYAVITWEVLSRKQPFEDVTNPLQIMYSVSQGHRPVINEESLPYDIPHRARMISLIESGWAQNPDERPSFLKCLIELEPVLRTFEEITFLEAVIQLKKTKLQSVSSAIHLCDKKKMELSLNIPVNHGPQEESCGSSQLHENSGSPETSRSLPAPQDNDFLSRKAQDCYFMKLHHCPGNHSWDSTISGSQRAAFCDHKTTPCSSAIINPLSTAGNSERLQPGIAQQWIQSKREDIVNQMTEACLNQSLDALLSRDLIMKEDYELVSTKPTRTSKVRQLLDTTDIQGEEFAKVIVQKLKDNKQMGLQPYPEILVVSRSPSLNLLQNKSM
ABHD5 PLIN5 PPI – inhibitors of human ABHD5-perilipin-5 interaction. Split G. princeps luciferase complementation, luminescence, 4 h. inhibition, % at 4 µM. actives 0.78% (n = 360,000);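 active means inhibition above the mean inhibition across every tested compound plus 3 SD, cut at about 22% in these data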;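 further: 0% = DMSO only wells and the 100% control is not disclosed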
TLR9-MyD88 block – inhibitors of human TLR9-MyD88 binding; Q9NR96+Q99836; CHO BLA complementation TLR9-MyD88, CCF4 FRET ratio; inhibition, % at 4.98 µM; actives 0.21% (n = 340,000);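 active means inhibition above the mean over all tested compounds plus 3 SD, cut at about 21% in these data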;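 further: 0% = DMSO only wells and 100% = clavulanate BLA inhibitor control wells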
Cardio protect – modulators protecting cardiomyocytes from myocardial damage; H9c2 cardiomyocytes, H2O2 injury protection, ATPLite, 2 h; protection from H2O2 cell death, % at 20 µM; actives 0.63% (n = 360,000);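 active means compounds giving at least 50% protection of heart cells from peroxide-induced death in the single-dose screen, raw or plate-pattern-corrected value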;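 further: 0% = DMSO wells with peroxide and 100% = DMSO wells without peroxide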
MC4R antag cAMP – antagonists of human melanocortin 4 receptor (MC4R) | inhibition, % at 6.5 µM | P32245 | actives 0.48% (n = 360,000) | MC4R-expressing cells, MTII-stimulated cAMP, LANCE TR-FRET;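 active means inhibition above its plate's cutoff, the mean of tested wells on that plate plus 3 SD, cut at about 29% in these data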;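 further: 0% = Melanotan II alone and 100% = Melanotan II plus saturating MCL0020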
Target sequence (P32245 whole entry, looked up): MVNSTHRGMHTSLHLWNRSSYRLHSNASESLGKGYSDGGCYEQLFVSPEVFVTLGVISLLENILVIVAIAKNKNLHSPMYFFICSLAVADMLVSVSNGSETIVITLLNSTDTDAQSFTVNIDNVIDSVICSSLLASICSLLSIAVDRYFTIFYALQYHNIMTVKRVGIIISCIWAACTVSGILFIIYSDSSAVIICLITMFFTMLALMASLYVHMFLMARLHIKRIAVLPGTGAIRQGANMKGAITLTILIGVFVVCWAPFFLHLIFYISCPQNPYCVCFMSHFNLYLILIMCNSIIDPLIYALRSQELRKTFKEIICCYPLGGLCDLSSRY
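Material – human MC4R-expressing U2OS cells · Repeats – no replicates · Detection – TR-FRET with Eu-cAMP and labeled anti-cAMP, 671 nm · Times – compound 30 min, challenge 1 h, detection 1 h · Compound – single nominal compound dose of 6.5 µM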
m5-HT2A agonist – activates the mouse 5-HT2A serotonin receptor; P35363; CHO-K1 mHTR2A beta-arrestin complementation, luminescence; percent of 30 µM serotonin response; activation, % at 7.6 µM; actives 0.66% (n = 360,000);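 active means activation above a run cutoff, the mean activation of all tested compounds plus 3 SD, cut at about 14% in these data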;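 further: 0% = plate median of compound wells and 100% = 30 µM serotonin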
MC4R ag barr – human MC4R agonism via beta-arrestin; actives 0.98% (n = 360,000); activation, % at 8.9 µM; AID 540308; U2OS MC4R beta-arrestin complementation, luminescence; percent of melanotan II response, DMSO zero; P32245;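 active means activation above a per-plate cutoff, the mean activation of sample wells on that plate plus 3 SD, cut at about 8% in these data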
Glyco luc inh – N-linked glycosylation inhibition. reporter increase, % at 12.5 µM. D54 ERlucT glycosylation luciferase reporter, 24 h; percent of 100 nM tunicamycin response. AID 588692. actives 0.23% (n = 360,000);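 active means mean luciferase reporter signal, scaled so untreated is 0 and the glycosylation-blocking control 100, at or above a set limit in every replicate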;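 further: luciferase carries N-glycosylation sites so blocking glycosylation raises the light; 0% = median of neutral control wells and 100% = median of 100 nM tunicamycin wells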
* hit, by the source's call; / = not tested or not shown. These rows are one share of the data. The share of hits here may be higher or lower than overall.

cpd	Structure	NCOA2 inhibitor	ABCB6 inh MLPCN	NOD2 RIPK2 PPI	ABHD5 PLIN5 PPI	TLR9-MyD88 block
1	O=C(N/N=C/c1ccc(O)cc1)c1nc(-c2ccccc2)n(-c2ccccc2)n1	-10	102	10	2	2
2	CN(C(=O)CSc1nnc(Cc2cccs2)n1C1CC1)C1CCS(=O)(=O)C1 (centres undefined)	8	99	5	2	4
3	CC(=O)NC(c1cccc(F)c1)c1nc(-c2ccoc2)cs1 (centres undefined)	-5	99	9	8	/
4	N#Cc1c(NC(=O)CSc2n[nH]c(Cc3ccccc3)n2)oc(-c2ccccc2)c1-c1ccccc1	5	101	-4	-3	-12
5	O=C(N/N=C/c1ccc[nH]1)c1cc(-c2cccs2)nc2ccccc12	1	98	-2	3	0
6	Cc1cc(C)c(S(=O)(=O)N(C)CC(=O)NCC2CCCO2)c(C)c1 (centres undefined)	-23	102	14	2	-3
7	O=C(CN(C(=O)CCC(=O)Nc1nccs1)c1cccc(F)c1)NCc1ccc(F)cc1	16	97	7	7	5
8	CC1(C)Cn2c(nnc2-c2ccccc2)S1	-13	74*	-2	-5	2
9	Cc1cc(Cl)ccc1OCC(=O)Nc1ccc2oc(=O)ccc2c1	15	95	-21	3	6
10	CCN1CCN(S(=O)(=O)c2ccc(Cl)c(C(=O)NC3CCCCC3)c2)CC1	-23	101	1	-3	12
11	O=C(N/N=C1\C2CN3CCN(C2)CC1(c1ccccc1)C3)c1ccc(F)cc1	-31	108	1	-4	-3
12	O=C(COC(=O)c1cc[n+]([O-])cc1)Nc1ccc(SC(F)F)cc1	5	103	-7	-7	-4
13	Cc1ccc(CNC(=O)CCCc2c[nH]c3ccccc23)cc1	-29	95	1	4	0
14	Cc1nnc(NC(=O)CCS(=O)(=O)Cc2ccccc2)s1	-10	103	3	-14	4
15	CN1CCCN(C(=O)CNC(=O)Cc2ccccc2)CC1	-9	96	-28	-6	-7

cpd	Cardio protect	MC4R antag cAMP	m5-HT2A agonist	MC4R ag barr	Glyco luc inh
1	6	23	-1	-1.7	2
2	-5	6	-1	-0.7	6
3	12	-5	-3	1.6	0
4	-11	0	-6	0.8	-1
5	4	13	-7	-0.5	2
6	-1	3	-2	-0.5	0
7	0	8	4	1.7	4
8	1	-1	0	0.6	0
9	-7	16	-1	2.4	-3
10	0	-3	5	-4.0	-4
11	3	11	-2	-3.0	1
12	22	3	4	2.0	2
13	1	4	4	0.6	0
14	3	11	-5	-1.7	-5
15	9	14	6	-2.0	2

Only NCOA2 inhibitor, TLR9-MyD88 block and MC4R ag barr, for some of the entries so far:
| # | molecule | NCOA2 inhibitor | TLR9-MyD88 block | MC4R ag barr |
| --- | --- | --- | --- | --- |
| 4 | N#Cc1c(NC(=O)CSc2n[nH]c(Cc3ccccc3)n2)oc(-c2ccccc2)c1-c1ccccc1 | 5 | -12 | 0.8 |
| 15 | CN1CCCN(C(=O)CNC(=O)Cc2ccccc2)CC1 | -9 | -7 | -2.0 |

(listing goes on)
cpd	Structure	NCOA2 inhibitor	ABCB6 inh MLPCN	NOD2 RIPK2 PPI	ABHD5 PLIN5 PPI	TLR9-MyD88 block
16	O=C(Cc1cccs1)N1CCN(c2ccc(F)cc2)CC1	-6	101	-3	0	4
17	Cc1cc(C)c(NS(=O)(=O)c2ccc3c(c2)NC(=O)CCS3)c(C)c1	-10	95	1	8	-3
18	O=C(Cn1nc(-c2ccccc2F)ccc1=O)NCc1ccc2c(c1)OCO2	28	100	-1	3	-17
19	C=C(C)c1cccc(C(C)(C)NC(=O)N2CCN(C)CC2)c1	-18	105	0	4	-1
20	Cc1ccc[n+](CC(=O)c2ccc(NC(=O)c3ccccc3)cc2)c1C	4	98	-5	9	/
21	Cn1nccc1C(=O)Nc1ccccc1C(=O)O	-24	98	-2	-7	-3
22	CCc1ccc(C(=O)/C=C/NCc2ccc(F)cc2)cc1	8	99	-8	1	0
23	CCOC(=O)c1ccccc1NC(=O)C1CSC2(C)CCC(=O)N12 (centres undefined)	-39	103	-11	3	-5
24	COc1cc(C(=O)NC(=S)NNC(=O)[C@H]2C[C@@H]2c2ccccc2)cc(OC)c1OC	-6	111	-1	0	-3
25	Cc1ccccc1N=C1N=C(N)c2ccccc21	-27	92	-2	-2	5
26	O=C(CCS(=O)(=O)c1ccc(Br)cc1)Nc1cc(F)ccc1F	7	96	-7	3	-2
27	CC1(C)C(=O)N(OCc2ccccc2)C(C)(C)C(=O)N1OCc1ccccc1	-37	104	5	-1	-8
28	Cn1c(=O)c2c(ncn2CC(=O)OCC(=O)c2ccc(F)c(F)c2)n(C)c1=O	13	89	-10	-2	-12
29	Cn1c(CC(=O)Nc2ccccc2F)nnc1SCC(=O)Nc1nncs1	19	102	-10	-2	-9
30	O=C(Cc1cccs1)NCc1cccc(C(F)(F)F)c1	-26	68*	-11	-9	4

cpd	Cardio protect	MC4R antag cAMP	m5-HT2A agonist	MC4R ag barr	Glyco luc inh
16	1	4	1	0.0	-1
17	16	1	3	2.0	-5
18	-1	1	-4	-2.0	0
19	1	2	-3	-2.1	1
20	-1	1	-6	-0.1	0
21	0	13	4	0.6	1
22	-5	3	-4	-0.6	-3
23	12	2	-2	-0.7	3
24	0	-2	4	0.0	1
25	3	-6	4	-1.6	-1
26	1	-11	-4	-1.4	-6
27	6	1	1	2.9	-1
28	-4	2	-7	1.0	/
29	-4	-3	0	-1.4	2
30	0	5	-6	-2.4	0

The listing continues.
cpd	Structure	NCOA2 inhibitor	ABCB6 inh MLPCN	NOD2 RIPK2 PPI	ABHD5 PLIN5 PPI	TLR9-MyD88 block
31	O=C(Nc1ccc2c(c1)OCCO2)c1ccccn1	3	97	-2	-2	4
32	COc1cc(/C=C2\SC(=S)N(CC(=O)NC(C)(C)C)C2=O)cc(OC)c1OC	19	96	1	5	-10
33	COc1ccc(OC)c(C(C)NS(=O)(=O)c2cccs2)c1 (centres undefined)	-18	102	-3	-7	1
34	CSCCC(NC(=O)c1ccccc1Br)C(=O)NCc1ccc(F)cc1 (centres undefined)	-11	99	-9	2	-19
35	COc1ccc(NC(=S)/N=C(\N)Nc2nc(C)c3ccccc3n2)cc1	1	98	-8	-12	-3
36	CCOC(=O)c1c(C)n(C)c2ccc(OC(C)C(=O)OC)cc12 (centres undefined)	-2	84	-3	2	-2
37	O=C1NC(=Nc2ccccc2Br)SC1(CO)CO	4	99	-4	-6	1
38	CN(/N=C/c1ccncc1)c1cnn(-c2ccc(F)c(Cl)c2)c(=O)c1Cl	-28	96	-5	1	4
39	COc1cccc(-c2ccc(NC(=O)C3CCCN(Cc4cccc(C)n4)C3)cc2)c1 (centres undefined)	5	94	0	9	-3
40	Cc1cc(N2CCN(C(c3ccccc3)c3ccccc3)CC2)n2ncnc2n1	-18	88	6	-5	-10
41	O=C(c1ccccc1)N1CCN(CC(O)COc2cccc3ccccc23)CC1 (centres undefined)	-14	97	5	5	-6
42	CCOC(=O)C1CCCN(c2oc(-c3ccc(OC)cc3)nc2C#N)C1 (centres undefined)	-14	99	0	6	-2
43	COc1cc(NC(=O)COc2ccccc2Cl)ccc1NC(=O)C(C)C	-32	98	6	-4	2
44	Clc1ccc(-c2nsc(N3CCOCC3)n2)c(Cl)c1	-89	103	-32	9	1
45	COc1ccc(Nc2ccc(S(=O)(=O)N3CCCCC3)cc2[N+](=O)[O-])cc1Cl	23	88	-8	2	-11

cpd	Cardio protect	MC4R antag cAMP	m5-HT2A agonist	MC4R ag barr	Glyco luc inh
31	-28	13	0	0.1	-18
32	-3	14	3	-1.7	-3
33	-8	11	-5	0.4	-1
34	4	-4	-1	-0.9	0
35	3	1	1	1.5	6
36	5	5	-1	-0.1	4
37	4	7	1	-0.2	2
38	-3	5	-1	-2.2	-2
39	-1	-7	-11	2.0	-3
40	22	-2	-3	0.6	1
41	-5	-2	-6	0.2	0
42	10	9	7	-3.1	0
43	6	3	-2	-1.0	-2
44	-11	7	-7	1.2	-9
45	-6	6	4	-2.1	-6

Among those listed so far, 3 have bromine:
cpd	Structure	NCOA2 inhibitor	ABCB6 inh MLPCN	NOD2 RIPK2 PPI	ABHD5 PLIN5 PPI	TLR9-MyD88 block
26	O=C(CCS(=O)(=O)c1ccc(Br)cc1)Nc1cc(F)ccc1F	7	96	-7	3	-2
34	CSCCC(NC(=O)c1ccccc1Br)C(=O)NCc1ccc(F)cc1 (centres undefined)	-11	99	-9	2	-19
37	O=C1NC(=Nc2ccccc2Br)SC1(CO)CO	4	99	-4	-6	1

cpd	Cardio protect	MC4R antag cAMP	m5-HT2A agonist	MC4R ag barr	Glyco luc inh
26	1	-11	-4	-1.4	-6
34	4	-4	-1	-0.9	0
37	4	7	1	-0.2	2

The listing continues:
cpd	Structure	NCOA2 inhibitor	ABCB6 inh MLPCN	NOD2 RIPK2 PPI	ABHD5 PLIN5 PPI	TLR9-MyD88 block
46	CSc1nnc(-c2ccc(Cl)cc2Cl)o1	-59	105	-9	1	8
47	COC(=O)c1cc(Br)cn1S(=O)(=O)c1ccccc1	18	93	-3	0	-1
48	COc1ccc(C(CC(=O)NCc2ccccc2)C(C)C)cc1 (centres undefined)	-13	100	-12	3	-8
49	CN(C)C(CNC(=O)c1oc2ccccc2c1CSc1ncn[nH]1)c1ccco1 (centres undefined)	-19	92	-3	-2	6
50	O=C(OCc1nc2ccccc2s1)c1cccs1	-112	98	-7	2	-5
51	CCOC(=O)c1c(C)[nH]c(N=Nc2ccc(C)cc2)c1C	-54	100	-6	-2	18
52	COc1ccccc1OCCn1nc2ccccc2c1OC	13	/	-2	4	/

cpd	Cardio protect	MC4R antag cAMP	m5-HT2A agonist	MC4R ag barr	Glyco luc inh
46	-10	2	-1	2.3	0
47	4	15	-2	-0.5	0
48	3	17	-3	-0.3	-2
49	12	-3	0	-0.1	-5
50	-8	11	6	-0.4	-6
51	-9	4	3	-0.4	-5
52	/	/	2	/	/
